KCNQ2 inh = KCNQ2 channel blockers in CHO-K1 cells – cell-based, FluxOR thallium flux, B-score, primary screen (AID 2156). 20 min; active compounds read low. B-score at 10 µM. hit rate 1.1% among 310,000;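 active = fluorescence ratio B-score at most minus 3 library SDs, with starting brightness B-score within 2 library SDs, cut at about -5.5 in these data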
Target sequence (O88943 whole entry, looked up): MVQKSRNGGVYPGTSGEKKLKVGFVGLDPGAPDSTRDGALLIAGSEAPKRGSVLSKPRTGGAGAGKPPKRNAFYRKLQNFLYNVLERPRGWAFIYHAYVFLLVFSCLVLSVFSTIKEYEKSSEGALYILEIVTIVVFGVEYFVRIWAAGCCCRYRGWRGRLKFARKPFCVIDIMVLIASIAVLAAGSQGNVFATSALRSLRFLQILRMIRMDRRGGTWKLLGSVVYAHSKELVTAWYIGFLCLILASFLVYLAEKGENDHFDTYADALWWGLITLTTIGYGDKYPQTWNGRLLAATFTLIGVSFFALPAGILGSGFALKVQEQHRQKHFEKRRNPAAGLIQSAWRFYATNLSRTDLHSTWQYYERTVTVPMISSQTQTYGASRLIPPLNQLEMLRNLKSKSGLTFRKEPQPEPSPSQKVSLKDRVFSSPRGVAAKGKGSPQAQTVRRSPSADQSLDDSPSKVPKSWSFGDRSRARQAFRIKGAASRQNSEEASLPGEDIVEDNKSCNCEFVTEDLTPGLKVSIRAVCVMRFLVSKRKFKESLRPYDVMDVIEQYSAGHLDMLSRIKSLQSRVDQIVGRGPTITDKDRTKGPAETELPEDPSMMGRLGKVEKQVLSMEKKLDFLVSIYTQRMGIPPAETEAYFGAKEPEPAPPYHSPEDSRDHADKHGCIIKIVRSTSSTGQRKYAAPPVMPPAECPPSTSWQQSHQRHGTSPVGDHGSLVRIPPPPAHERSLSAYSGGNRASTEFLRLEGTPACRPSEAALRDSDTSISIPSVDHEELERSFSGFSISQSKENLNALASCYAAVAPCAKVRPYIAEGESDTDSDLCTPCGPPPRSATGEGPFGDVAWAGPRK
CHT inh = human CHT choline transport inhibition | hit rate 0.86% among 310,000 | B-score at 10 µM | AID 488975 | CHT-expressing cells, membrane potential dye, choline response; active compounds read low;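 active = B-score over 3 SD under the library average, and starting fluorescence ratio not unusually high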;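 also: choline stimulus applied at its EC90 after an EC20 pre-addition; B-score computed on integrated fluorescence ratio after choline addition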
Active calls of the source: *; i = inactive; / = not tested or not shown.

SMILES	KCNQ2 inh	CHT inh
Brc1ccc(C[n+]2ccccc2)cc1	i	i
CCC(C)C(NC(=O)OC(C)(C)C)C(=O)NC(C(=O)N1CCCC1C(N)=O)C(C)CC (stereo unspecified)	i	i
CCCN(CCC)CCNC(=O)C1CCCN(S(=O)(=O)c2ccc3c(c2)oc(=O)n3C)C1 (stereo unspecified)	i	i
CC(C)(C)c1ccc2c(c1)OC(C(=O)N/N=C\c1ccc[nH]1)CO2 (stereo unspecified)	i	i
CCCOc1ccc(N2C(=O)CC(N3CCN(C(=O)c4ccco4)CC3)C2=O)cc1 (stereo unspecified)	i	i
Cc1c(C(=O)N(C)c2ccc(Cl)cc2)cnn1-c1ccccc1	i	i
O=C(Nc1ccc(F)cc1)C(c1ccccc1)N1CCN(S(=O)(=O)c2ccccc2)CC1 (stereo unspecified)	i	i
COc1ccc(CCNC(=O)c2ccc3c(c2)OCCO3)cc1	i	i
O=C(COC(=O)C1CCN(S(=O)(=O)c2cccs2)CC1)c1cc2ccccc2o1	i	i
CC(C)C[C@H](NC(=O)c1[nH]cnc1C(=O)Nc1ccc(Cl)cc1)C(=O)OC(C)(C)C	i	i
O=C(COc1ncnc2sccc12)NC1CCS(=O)(=O)C1 (stereo unspecified)	i	i
CC(=O)OCC1=C(C(=O)O)N2C(=O)C(NC(=O)CCn3nc(C)c(Cl)c3C)C2SC1 (stereo unspecified)	i	i
Cc1ccc(/C=C/S(=O)(=O)NCC(=O)O)cc1	i	i
CCN(CC(=O)Nc1ccc(OC)c(OC)c1)S(=O)(=O)c1ccc(C)cc1	i	i
O=C(Cn1cnc2sc3c(c2c1=O)CCCC3)NCC(=O)Nc1ccc(F)cc1F	i	i
COCCCn1c(=O)c2sccc2n2c(CCCC(=O)NCc3ccccc3OC)nnc12	i	i
COc1ccc(C2C(C#N)=C(N)N(Nc3ccccc3)C3=C2C(=O)CC(C)(C)C3)cc1C (stereo unspecified)	i	i
CCOc1ccccc1N=Nc1c(C)[nH]n(-c2ccccc2)c1=O	i	i
CC(=O)c1cc(C#N)c(Oc2ccccc2)nc1C	i	i
Cc1cc(O)ccc1Nc1nc2ccccc2nc1Nc1ccc(O)cc1C	i	i
CN(CCCC1CCCC1)C(=O)CCc1nnc(-c2ccccc2)o1	i	i
Nc1nc(CN2CCN(c3ccc(F)cc3)CC2)nc(N2CCCc3ccccc32)n1	i	i
Cc1ccc(OCCCCn2ccnc2)c([N+](=O)[O-])c1	i	i
CN(CC(=O)NC(=O)NCc1ccccc1)Cc1ccc(Cl)cc1	i	i
COCCn1c(=O)[nH]c2cc(C(=O)NCCN3CCN(c4ccc(OC)cc4)CC3)ccc2c1=O	i	i
COc1cc(/C=C2\CCC/C(=C\c3ccc(O)c(OC)c3)C2=O)ccc1O	i	i
CCc1cccc2c(C(=O)COC(=O)c3cccc(S(=O)(=O)N(C)C4CCCCC4)c3)c[nH]c12	i	i
Cc1c(C(=O)Nc2ccc3c(c2)OCCO3)sc2nc(-c3ccccc3)cn12	i	i
O=C(Nc1ccc2[nH]c(=S)sc2c1)Nc1ccccc1F	i	i
CCOC(=O)C1=C(C)N(Cc2ccc(C(=O)O)cc2)C(=O)NC1c1ccc([N+](=O)[O-])cc1 (stereo unspecified)	i	i
Cc1ccc(C(=O)Nc2ccccc2Sc2ccccc2)cc1	i	i
O=C(Nc1nccs1)C(c1ccccc1)N1CCCC1 (stereo unspecified)	i	i
CC(C)(C)NC(=O)c1ccccc1NC(=O)C1CCCO1 (stereo unspecified)	i	i
Cc1cccc2c(N=NC(=O)C(C)n3cnc4ccccc4c3=O)c(O)[nH]c12 (stereo unspecified)	i	i
CCCN1CNC(=S)N(c2ccccc2C)C1	i	i
COc1cc(/C=C2/CCC/C(=C\c3cc(O)c(OC)c(Cl)c3)C2=O)cc(Cl)c1O	i	i

Given field by field: entries from further up
O=C(Nc1nccs1)C(c1ccccc1)N1CCCC1 (stereo unspecified)
  KCNQ2 inh = i
  CHT inh = i

CC(C)(C)NC(=O)c1ccccc1NC(=O)C1CCCO1 (stereo unspecified)
  KCNQ2 inh = i
  CHT inh = i

Cc1cccc2c(N=NC(=O)C(C)n3cnc4ccccc4c3=O)c(O)[nH]c12 (stereo unspecified)
  KCNQ2 inh = i
  CHT inh = i

CCCN1CNC(=S)N(c2ccccc2C)C1
  KCNQ2 inh = i
  CHT inh = i

The main list resumes; the 6 compounds before the break are reprinted first.
SMILES	KCNQ2 inh	CHT inh
Cc1ccc(C(=O)Nc2ccccc2Sc2ccccc2)cc1	i	i
O=C(Nc1nccs1)C(c1ccccc1)N1CCCC1 (stereo unspecified)	i	i
CC(C)(C)NC(=O)c1ccccc1NC(=O)C1CCCO1 (stereo unspecified)	i	i
Cc1cccc2c(N=NC(=O)C(C)n3cnc4ccccc4c3=O)c(O)[nH]c12 (stereo unspecified)	i	i
CCCN1CNC(=S)N(c2ccccc2C)C1	i	i
COc1cc(/C=C2/CCC/C(=C\c3cc(O)c(OC)c(Cl)c3)C2=O)cc(Cl)c1O	i	i
CCc1ccc(NC(=O)CSc2nc(O)cc(=O)n2C2CCCC2)cc1	i	i
Cc1ccc(OCCC(=O)OCC(=O)Nc2ccc(Cl)cn2)cc1	i	i
Cc1ccc(-n2nc(C)c3c2OC(N)=C(C#N)C3c2ccccc2F)cc1 (stereo unspecified)	i	i
N#CC1=C(N)N(c2ccc(F)cc2)C(=O)C1	i	i
O=C1/C(=C\c2ccc(O)c(O)c2)SC(=S)N1Cc1ccccc1	i	i
O=C(CN1C(=O)N/C(=C\c2ccccc2OCc2ccc(C(=O)O)cc2)C1=O)Nc1ccccc1F	i	i
COc1cccc(S(=O)(=O)Nc2cccc(C(=O)N3CCCC3)c2)c1	i	i
Cc1cc(OCc2cc(C(=O)NCc3cc(C(C)C)no3)no2)cc(C)c1Cl	i	i
C/C(=N\NC(=O)c1ccncc1)c1ccc(NC(=O)c2ccc(Cl)cc2)cc1	i	i
CCOc1ccc(S(=O)(=O)NCCC(=O)N2CCCC(C)C2)cc1 (stereo unspecified)	i	i
Nc1nc2ccccc2n1Cc1ccc(Cl)c(Cl)c1	i	i
COc1ccc(NC(=O)c2nc[nH]c2C(=O)N2CCN(C(=O)OC(C)(C)C)CC2)cc1	i	i
NC(=O)c1ccc(NC(=O)COC(=O)C2(c3cccc(F)c3)CCCC2)cc1	i	i
COc1ccc2[nH]c3c(=O)n(Cc4ccncc4)cnc3c2c1	i	i
O=C(NCc1ccccn1)C(=O)NCC1OCCN1S(=O)(=O)c1ccc(Br)cc1 (stereo unspecified)	i	i
Brc1ccc(-c2cn3c(n2)CCc2ccc4cccnc4c2-3)cc1	i	i
Cc1cc(CNC(=O)c2ccc3nc(Cc4ccccc4F)oc3c2)nn1C	i	i
CC1(C)C(C#N)=C(N)OC2=C1C(=O)CCC2	i	i
Cc1ccc(C2CC(c3ccccc3C)n3nc(N)nc3N2)cc1 (stereo unspecified)	i	i
c1cc2nnnn2nc1N1CCCCCC1	i	i
CC(C)CN1CCC(=O)N(CCSc2ccc(Br)cc2)CC1	i	i
CCOC(=O)CSc1nnc(COc2ccc3ccccc3c2)o1	i	i
O=C(c1cccc(N2C(=O)C3C4C=CC(C4)C3C2=O)c1)N1CCN(c2ccccc2F)CC1 (stereo unspecified)	i	i
Cc1cc(=O)n2nc(N3CCC(C(=O)NCc4cccnc4)CC3)sc2n1	i	i
CC(O)CNC(=O)C1CCN(Cc2ccc(OCc3ccccc3)cc2)CC1 (stereo unspecified)	i	i
CCN1C(c2ccc(F)cc2)=CS/C1=C(\C#N)c1nnc2n1-c1ccccc1SC2	i	i
Cc1cc(-c2nnc(SCC(=O)Nc3ccc(Br)cc3F)n2N)n[nH]1	i	i
CCn1cc([N+](=O)[O-])c(C(=O)NCc2ccc3c(c2)OCO3)n1	i	i
Cc1cccc(OCC2Cn3c(nc4c3c(=O)[nH]c(=O)n4C)O2)c1 (stereo unspecified)	i	i
CC(C)C(=O)Nc1nnc(NC(=S)Nc2ccccc2)s1	i	i
O=c1nccc(N/N=C/c2ccccc2O)[nH]1	i	i
CCOC(=O)C(C)Oc1ccsc1C(=O)OC (stereo unspecified)	i	i
O=C(CSc1ccc(-c2ccccn2)nn1)NC1CCCCC1	i	i
COc1ccc(N(C(=O)CNC(=O)c2cccs2)C(C(=O)NCC2CCCO2)c2ccccc2)cc1OC (stereo unspecified)	i	i
CN1CCN(S(=O)(=O)c2cccc3nsnc23)CC1	i	i
OCCC1CN(Cc2cnc(-c3ccccc3)s2)CCN1CCc1ccccc1 (stereo unspecified)	i	i
Cc1cc(-c2ccc(C)c(S(=O)(=O)N3CCN(c4ccc([N+](=O)[O-])cc4)CC3)c2)on1	i	i
COc1ccc(Br)cc1/C=N/n1nnnc1N	i	i
CCOc1cc(/C=N/N=C2/NC(=O)C(CC(=O)O)S2)ccc1OCc1ccc(Cl)cc1 (stereo unspecified)	i	i
CCOC(=O)c1cc(-c2ccc(C)cc2)n(CC(=O)NCc2ccco2)c1C	i	i
Cc1cc(C(=O)NNC(=O)CCCOc2ccccc2)c(C)o1	i	i
CCn1c(SCC(=O)Nc2ccc(N3CCOCC3)cc2)nnc1-c1ccc(OC)cc1	i	i
COc1ccc(C(C)=O)cc1COc1ncnc2ccccc12	i	i
CCC(C)Sc1nc2c(c(=O)[nH]1)C(c1cccs1)C1=C(CCCC1=O)N2 (stereo unspecified)	i	i
COc1ccc(CC(=O)NC2CCN(CC(=O)Nc3ccc4c(c3)OCCO4)CC2)cc1OC	i	i
N#Cc1nc(COc2ccccc2)oc1N1CCN(Cc2ccccc2)CC1	-6.4*	i
c1ccc(Cn2ccnc2SCc2nnc(-c3ccccc3)o2)cc1	i	-6.1*
O=c1cc(-c2ccc(O)c(O)c2)oc2c(C3O[C@H](CO)[C@@H](O)[C@H](O)[C@H]3O)c(O)cc(O)c12 (stereo partly specified)	i	i

KCNQ2 inh, entries above that show a hit
SMILES	KCNQ2 inh	CHT inh
N#Cc1nc(COc2ccccc2)oc1N1CCN(Cc2ccccc2)CC1	-6.4*	i

More records:
SMILES	KCNQ2 inh	CHT inh
COc1ccc(-c2nc3ccccc3c(=O)n2CCCn2ccnc2)cc1	i	i
CCn1c(NC(=O)Nc2cccc(C)c2C)cc2sccc21	i	i
CC(C)CC(c1nnnn1C(C)(C)C)N1CCN(Cc2ccccc2)CC1 (stereo unspecified)	i	i
Cn1nccc1C(=O)NC1CCCc2c1cnn2-c1ccccc1F (stereo unspecified)	i	i
C=CCNC(=O)COC(=O)c1c2c(nc3ccccc13)CCC2	i	i
COc1cc(/C=C2\SC(=S)N(Nc3ccccc3)C2=O)cc(OC)c1OC	i	i
COc1ccc(S(=O)(=O)NCc2ccc(C(=O)N3CCN(Cc4ccccc4)CC3)cc2)cc1	i	i
CC(C)(C)c1cc(NC(=O)c2cccs2)no1	i	i
COc1ccc(/C=N/NC(=O)c2cccnc2)c2ccccc12	i	i
CCOC(=O)c1oc2cccc(O)c2c1C	i	i
O=C(Nc1nnc2n1CCS2)c1ccco1	i	i
Cc1nnc(SCc2ccccc2F)n1NCc1cccs1	i	i
COc1ccccc1OCC(=O)N(Cc1nnc(-c2ccccc2Cl)o1)C1CC1	i	i
Clc1ccc(Cl)c(OCc2cc(-c3ccccc3Cl)on2)c1	i	i
CCn1c(Cc2ccccc2)nnc1SCC(=O)Nc1cc(C)on1	i	i
Cc1cccc(NC(=O)COc2ccccc2)c1	i	i
COc1cccc(C(=O)Nc2ccc3nc(N4CCN(c5ncccn5)CC4)cc(C)c3c2)c1OC	/	i
CN1C(=O)[C@H]2[C@@H](/C=C/c3ccccc3)N3C(=O)CN(CCO)C(=O)[C@@]3(C)[C@H]2C1=O	i	i
O=C(NCCc1ccc(Cl)cc1)C1CCCN(S(=O)(=O)N2CCCCCC2)C1 (stereo unspecified)	i	i
Cc1cc(C)c2nc(Nc3nc(-c4ccccc4)cc(=O)[nH]3)nc(C)c2c1	i	i
Cc1ccc(S(=O)(=O)CCc2nc3ccccc3n2CCC#N)cc1	i	i
C=CCn1c(=O)c(C(=O)Nc2ccccc2C)c(O)c2ccccc21	-6.1*	/
Cc1cc(C)n(C(=O)c2ccc(S(=O)(=O)NCC3CCCO3)cc2)n1 (stereo unspecified)	i	i
CC(C)(C)c1cc(-c2nc(N)nc(N)n2)c(O)c(C(C)(C)C)c1	/	i
Cc1cccc(NC(=S)N(CCN2CCOCC2)Cc2cc3cc4c(cc3[nH]c2=O)OCO4)c1	i	i
CCCCC(=O)NC(=S)Nc1cccc(NC(=O)c2ccco2)c1	i	i
COc1ccc(NC(=O)c2cc(-c3ccco3)on2)c(OC)c1	i	i
O=C(CCCCCN1C(=O)[C@@H]2Cc3ccccc3CN2C1=O)N[C@@H](Cc1ccc(O)cc1)C(=O)O	i	i
COc1cccc2cc(C(=O)Nc3ccccc3C(=O)N3CCOCC3)oc12	i	i
NC(=O)CC[C@@H]1NC(=O)[C@H](CO)NC(=O)c2cc([N+](=O)[O-])cc(I)c2NCC[C@@H](C(N)=O)NC(=O)[C@H](Cc2ccc(O)cc2)NC1=O	i	i
Cc1cc(C(F)(F)F)c2c(=O)[nH]c(=O)n(Cc3ccccc3)c2n1	i	i
O=c1[nH]c2cc3c(cc2cc1C(c1nnnn1CC1CCCO1)N1CCCC1)OCO3 (stereo unspecified)	i	i
Cc1ccc(N(CC(=O)N/N=C/c2cccs2)S(C)(=O)=O)cc1Cl	i	i
C=CCN(CC=C)c1nc2ccccc2nc1C(C#N)C(=O)OC(C)C (stereo unspecified)	i	i
O=C(NCc1ccc(F)cc1)C1CCCN1C(=O)NCc1ccccc1 (stereo unspecified)	i	i
CCOC(=O)CSC1=N/C(=C\c2ccc(OC)c(OC)c2)C(=O)N1C	i	i

This is a random part of the collection. Share with any hit: about 1.9%.
